From PubChem BioAssay
MazF activator: activators of E. coli MazEF toxin-antitoxin RNase, primary screen, biochemical, fluorescence, uHTS | Endoribonuclease toxin MazF (Escherichia coli (strain K12)), P0AE70 | FAM/BHQ RNA-DNA oligo cleavage fluorescence, 5 h | activation, % at 20 µM | 350,000 tested, 0.32% active; in the data active means activation above about 50%
Target sequence (P0AE70 whole entry, looked up): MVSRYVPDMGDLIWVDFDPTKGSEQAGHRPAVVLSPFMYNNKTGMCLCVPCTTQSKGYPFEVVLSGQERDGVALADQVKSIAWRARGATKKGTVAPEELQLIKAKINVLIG
Yp Topo-I inh: Yersinia pestis topoisomerase I inhibitors, primary screen, biochemical, cleavage product accumulation, plate reader, single point. DNA topoisomerase I (Yersinia pestis CO92). Y. pestis Topo-I cleavage product accumulation. activity, % at 10 µM. 360,000 tested, 0.064% active; in the data active means activity above about 50%, passing the limit was not always enough; further: inactives centre near 2
CCHFV vOTU inh: CCHFV vOTU protease inhibitors, primary screen, biochemical, Pep-AMC substrate, fluorescence; inhibition, % at 11.5 µM; AID 651958, 2012; 370,000 tested, 0.55% active; Crimean-Congo hemorrhagic fever virus L polyprotein viral ovarian tumor (vOTU) protease …; in the data active means inhibition above about 30%; further: 0% = vehicle wells with enzyme and 100% = no enzyme wells
PrPC surface inh: inhibitors of human cell surface prion protein PrPC, primary screen, cell-based, TR-FRET | 370,000 tested, 0.43% active | Major prion protein (Homo sapiens), P04156 | TR-FRET read-out | inhibition, % at 13.8 µM | AID 720596, 2013; in the data active means inhibition above about 24%; further: 0% = median of the test wells and 100% = reference compound wells
BH1578 lux ind: inducers of Vibrio cholerae quorum light production without autoinducers, primary screen, BH1578 luxS cqsA deficient, single point; V. cholerae BH1578 lux reporter, luminescence, 6 h; activation, % at 18.7 µM; 350,000 tested, 0.16% active; AID 588436, 2011; in the data active means activation mostly above about 9.7%, no sharp cut-off; further: not every result past the cut was called active; inactives centre near 0; reference of the scale not given here
VHR inh abs: VHR1 phosphatase inhibitors, primary screen, biochemical, absorbance, uHTS; Dual specificity protein phosphatase 3 (Homo sapiens), P51452; recombinant VHR phosphatase, pNPP absorbance; inhibition, % at 13.3 µM; 290,000 tested, 0.52% active; in the data active means inhibition above about 50%; further: some compounds called inactive have numbers as strong as hits
Target sequence (P51452 whole entry, looked up): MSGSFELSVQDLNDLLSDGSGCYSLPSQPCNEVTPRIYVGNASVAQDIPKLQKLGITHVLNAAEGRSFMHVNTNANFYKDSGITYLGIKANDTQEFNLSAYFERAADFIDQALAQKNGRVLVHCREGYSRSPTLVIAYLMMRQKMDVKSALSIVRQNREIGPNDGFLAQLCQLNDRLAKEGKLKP
SSB-PriA inh: inhibitors of Klebsiella pneumoniae PriA binding to SSB C-terminal tail, primary screen, biochemical, AlphaScreen; inhibition, % at 33 µM; 430,000 tested, 0.6% active; AlphaScreen SSBct-PriA binding, biotinylated peptide; in the data active means inhibition mostly above about 37%, no sharp cut-off; inactive means mostly below about 20%;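 further: plate controls were negative control peptide for no effect and reference peptide for full effect; strong numbers were not always called active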
TcdB GH inh: TcdB glycohydrolase inhibitors, primary screen, biochemical, single point, plate reader. 350,000 tested, 0.24% active. Toxin B (Clostridioides difficile), P18177. inhibition, % at 9.99 µM. TcdB glycohydrolase enzymatic assay; in the data active means inhibition above about 10%
SARS 3CLpro inh: SARS-CoV 3CLpro protease inhibitors, primary screen, biochemical, quenched FRET. Replicase polyprotein 1ab (Severe acute respiratory syndrome coronavirus), P0C6X7. recombinant SARS-CoV 3CLpro, quenched FRET peptide cleavage. inhibition, % at 6 µM. 290,000 tested, 0.14% active; in the data active means inhibition above about 12%
Rv3671c inh: Rv3671c serine protease inhibitors, primary screen, biochemical, fluorescence polarization, M. tuberculosis H37Rv; P9WHR9; AID 2606, 2010; inhibition, % at 5.96 µM; 320,000 tested, 0.048% active; in the data active means inhibition above about 38%;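 further: extracellular domain of Rv3671c used as enzyme; 0% = enzyme with DMSO and 100% = no enzyme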
Target sequence (P9WHR9 whole entry, looked up, the tested form may be a part): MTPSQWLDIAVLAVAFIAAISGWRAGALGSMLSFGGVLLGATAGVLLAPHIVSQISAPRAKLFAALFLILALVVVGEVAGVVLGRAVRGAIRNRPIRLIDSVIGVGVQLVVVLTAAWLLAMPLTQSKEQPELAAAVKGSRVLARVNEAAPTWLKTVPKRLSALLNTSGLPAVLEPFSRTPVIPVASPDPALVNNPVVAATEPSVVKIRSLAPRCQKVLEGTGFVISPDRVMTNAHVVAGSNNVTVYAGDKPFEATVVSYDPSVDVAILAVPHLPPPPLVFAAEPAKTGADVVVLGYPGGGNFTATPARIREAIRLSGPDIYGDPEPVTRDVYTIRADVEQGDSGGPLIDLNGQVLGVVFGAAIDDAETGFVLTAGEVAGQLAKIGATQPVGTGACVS
The depositor's hits bear a star; i = inactive; / = no result given; & = joins results of further samples. Not all compounds are listed. The share of hits here may be higher or lower than overall.

Second line of a record – Yp Topo-I inh	TcdB GH inh	Rv3671c inh	CCHFV vOTU inh	MazF activator	SARS 3CLpro inh	SSB-PriA inh	BH1578 lux ind	PrPC surface inh	VHR inh abs
> O=C(Nc1ccc(S(=O)(=O)NCc2ccccc2)cc1)c1ccccc1[N+](=O)[O-]
 : 0.9	-0.4	-6.8	-2.2	115.6*	2.9	-4.6	0.0	-16.4	-0.9
> COC(=O)c1cccc(NC(=O)CSc2nc(C)cc(=O)[nH]2)c1
 : 6.0	/	10.0	-2.7	1.1	3.6	-8.1	4.6	-6.5	20.8
> COc1cc(CCC(=O)OCC(=O)NC(=O)c2ccc(Cl)cc2)cc(OC)c1OC
 : 30.9	2.7	2.6	1.3	-2.8	2.2	-4.2	-0.3	-3.2	18.1
> COCCNC(=O)C1CCCN(C(=O)c2ccc(C(F)(F)F)nc2C)CC1 (stereo unspecified)
 : 1.1	0.8	/	-3.9	/	/	/	-0.5	0.7	/
> CC(C)c1ccc2c(c1)[C@H]1OCC[C@H]1[C@@H](c1cccs1)N2
 : 1.8	/	2.2	-3.2	-1.3	3.0	5.8	7.0	5.9	1.7
> CCCC1C(C#N)=C(N)Oc2cc(C)n(C)c(=O)c21 (stereo unspecified)
 : -3.0	/	-0.4	-38.2	-2.7	3.5	-2.8	-0.4	-1.7	44.3
> COc1ccc(NC(=O)CN2CCN(c3ccc(F)cc3)CC2)cc1
 : 8.9	0.1	-8.5	-6.4	2.1	-3.1	4.0	i	9.8	34.2
> CCCCC(CC)CNC(=O)C(Cc1ccccc1)NS(=O)(=O)c1ccc2c(c1)CCC(=O)N2 (stereo unspecified)
 : 11.0	-0.2	0.0	10.0	-3.2	1.5	2.1	-0.5	3.3	7.6
> Cc1nnc2n(-c3ccccc3)c(=O)c3c4c(sc3n12)CC(C)CC4 (stereo unspecified)
 : 11.7	/	0.7	-4.0	6.4	-4.3	-19.9	i	11.1	-8.3
> C=CCNc1nc(NC(C)(C)CO)nc(OCC)n1
 : 11.0	/	-1.3	1.0	5.5	-6.0	5.2	-0.3	-5.3	17.2
> Cc1nc2c(C(=O)NCCC3=CCCCC3)c[nH]n2c(=O)c1Cl
 : 10.3	/	9.1	13.8	0.7	4.8	7.8	0.6	7.8	6.2
> Cc1cc(C)n2nc(SCC(=O)N(CC(C)C)c3c(N)n(CC(C)C)c(=O)[nH]c3=O)nc2n1
 : 1.5	1.1	-0.4	2.2	6.4	1.8	-0.3	-0.2	-3.0	33.4
> Cc1ccc(C(c2nnnn2CCC(C)C)N2CCN(C)CC2)cc1 (stereo unspecified)
 : -2.0	/	3.2	7.9	-5.1	0.5	-1.3	0.5	-8.1	-5.0
> CCc1ccc(CN2CCN(C(=O)c3ccco3)CC2)cc1
 : 1.3	0.2	-0.8	-0.9	-23.5	-3.3	-6.1	-0.4	3.3	13.9
> COCCn1c(-c2ccc(F)cc2)nc2oc3cc(OC)ccc3c(=O)c2c1=O
 : 2.8	-2.3	3.1	4.2	10.0	-1.9	2.0	i	2.6	6.2
> Cc1cc(N2O[C@H]3C=C[C@@H]2C3)no1
 : 4.1	1.1	/	2.5	2.6	/	-17.1	-13.1	3.4	/
> CC1CC(C)CN(C(=O)Nc2ccc(Br)cc2)C1 (stereo unspecified)
 : -1.3	2.0	-12.8	10.5	-2.6	5.2	-9.8	i	10.9	18.2
> CC(=O)c1c(C(C)=O)c(C)n(NC(=O)c2ccccc2O)c1C
 : 6.0	/	-3.9	-0.3	1.4	-5.3	-17.7	i	3.6	33.9
> Cc1nc(Cc2nnc(SCc3nc(N)nc(Nc4ccccc4C)n3)o2)cs1
 : -3.7	/	-1.7	6.5	9.6	-0.2	0.8	i	-3.1	49.7
> CCN(CC)CCC(=O)NC(C)(C)Cc1ccc(O)cc1
 : -7.4	/	-1.3	-6.2	20.8	3.1	-2.8	i	-5.3	20.0
> CCOC(=O)CC1c2ccccc2-n2nncc2CN1Cc1ccc(OC)cc1 (stereo unspecified)
 : 12.7	4.9	/	0.9	4.6	/	4.2	-0.2	-9.1	/
> CCOC(=O)CN1CC23C=CC(O2)C(C(=O)NC2CCCCCC2)C3C1=O (stereo unspecified)
 : 5.2	0.6	10.2	7.9	0.3	-1.8	-5.9	i	-3.0	17.0
> O=C(NC(Cc1c[nH]c2ccccc12)C(=O)NCc1ccc(F)cc1)OCc1ccccc1 (stereo unspecified)
 : 7.3	0.4	-0.1	12.1	10.5	-1.3	-9.4	-0.4	-2.9	-6.7
> CC(=O)Nc1cncc(-c2cccc(C(=O)N3CCOCC3)c2)n1
 : 4.7	0.4	/	10.0	/	/	/	-0.5	3.1	/
> C=CCn1c(COc2ccc(CC)cc2)nnc1SCC(=O)NC1CCS(=O)(=O)C1 (stereo unspecified)
 : 0.7	/	-5.0	-8.2	-13.0	1.9	8.1	-0.3	-0.8	-1.7
> Cc1cc(C(=O)NC2CCCc3c2cnn3-c2cc(F)cc(F)c2)nn1C (stereo unspecified)
 : -0.4	0.7	-5.3	-2.1	-0.7	-5.4	-2.9	i	-2.2	20.2
> Cc1cc(Oc2ccc(Br)cc2)nc(SCC(=O)c2ccccc2)n1
 : -12.6	/	10.0	-0.6	-5.2	-1.7	-11.8	-0.3	4.6	17.7
> O=C(c1cc(Br)ccc1Cl)N1CCCC1
 : 11.8	1.2	0.9	4.1	12.5	6.7	-4.2	-0.5	8.3	21.6
> COC(=O)c1c(C)oc2ccc(N(C(=O)c3ccncc3)S(=O)(=O)c3ccccc3)cc12
 : -3.8	/	-8.0	6.6	2.1	-1.9	6.0	i	16.9	31.1
> CCSc1nnc(-c2c[nH]c3ccccc23)o1
 : 13.7	/	6.4	/	6.4	-2.2	-2.4	i	/	-11.0
> O=C(COC(=O)/C=C/c1cccc(F)c1)Nc1ccc2[nH]c(=O)[nH]c2c1
 : 0.1	-0.6	-2.3	-5.7	-5.5	/	-11.0	2.9	-2.5	/
> CC(C)(c1cc(Br)c(O)c(Br)c1)c1cc(Br)c(O)c(Br)c1
 : 6.9	0.9	-6.7	10.1	-2.4	/	-7.0	-0.3	-2.9	/
> COc1ccc(CNC(=O)COC(=O)C2=COCCO2)cc1
 : -1.2	/	8.8	8.3	-0.7	-1.9	-14.3	i	0.9	3.7
> CC(=O)c1cccc(-n2nnnc2SCC(=O)NNC(=O)C(C)C)c1
 : 3.2	1.7	3.5	3.4	2.6	-2.7	-7.5	0.2	-0.8	-14.5
> COc1ccc(CN2CCN(Cc3cccn3-c3ncccn3)CC2CCO)c(C)c1C (stereo unspecified)
 : 4.5	0.6	0.8	4.3	8.4	-0.5	-9.8	i	-7.8	30.9
> Cc1cccc(C(O)(C(=O)NNc2ccc3ccccc3n2)c2cccc(C)c2)c1
 : 4.7	/	14.0	21.7	4.7	1.8	-17.8	-0.2	16.5	12.6
> CCOc1cc2[nH]c(=O)n(CCCN3CCCC3=O)c(=O)c2cc1OCC
 : -0.7	/	4.9	-4.5	-0.5	-2.5	-7.8	i	-3.9	23.5
> COc1cc2[nH]c(=S)nc(NC3CCCCCC3)c2cc1OC
 : -13.5	2.4	-1.2	-3.0	3.8	1.4	10.3	i	24.7*	16.1
> C=CCN1C(=O)/C(=C/c2ccc(N3CCOCC3)o2)C(=O)NC1=S
 : -1.2	/	-26.4	-10.1	-178.2	-0.8	-3.2	-0.3	-4.8	7.5
> Cc1cc(NC(=O)c2ccc(S(=O)(=O)N3CCOCC3)cc2)no1
 : -4.3	-0.7	10.6	-9.8	-28.9	1.2	1.4	i	1.9	13.9
> COc1cc(-c2cc(N)n(S(=O)(=O)c3ccccc3)n2)cc(OC)c1OC
 : 2.6	0.7	5.5	-1.2	3.7	-3.1	-10.0	i	4.2	-35.2
> CC(Oc1cccc2ccccc12)C(=O)N/N=C/c1cccnc1 (stereo unspecified)
 : 9.1	-1.0	5.7	4.9	-14.3	0.5	/	i	2.6	9.1
> Cc1cc(C)c(S(=O)(=O)N2CCOCC2)cc1C
 : -1.3	0.8	-5.1	12.8	9.5	-1.6	1.2&-4.0	-0.5	-4.9	19.1
> Cn1c(N)c(C(=O)COC(=O)c2ccccc2NCc2ccco2)c(=O)n(C)c1=O
 : 5.5	0.6	-5.0	-29.5	-1.2	0.6	-9.3	3.1	8.7	26.2
> CC(C)C(C(=O)Nc1ccc2c(c1)OCCO2)N1C(=O)c2ccccc2C1=O (stereo unspecified)
 : 2.5	/	7.3	-11.9	-4.5	-1.9	10.8	-0.5	-2.5	9.1
> O=C(Cn1ncc2c(=O)oc3ccccc3c21)N1CCCc2ccccc21
 : 1.7	/	-5.2	2.7	0.1	4.8	-8.2	-0.7	-3.3	21.4

A section from the list above, for reference:
Second line of a record – Yp Topo-I inh	TcdB GH inh	Rv3671c inh	CCHFV vOTU inh	MazF activator	SARS 3CLpro inh	SSB-PriA inh	BH1578 lux ind	PrPC surface inh	VHR inh abs
> Cc1cccc(C(O)(C(=O)NNc2ccc3ccccc3n2)c2cccc(C)c2)c1
 : 4.7	/	14.0	21.7	4.7	1.8	-17.8	-0.2	16.5	12.6
> CCOc1cc2[nH]c(=O)n(CCCN3CCCC3=O)c(=O)c2cc1OCC
 : -0.7	/	4.9	-4.5	-0.5	-2.5	-7.8	i	-3.9	23.5
> COc1cc2[nH]c(=S)nc(NC3CCCCCC3)c2cc1OC
 : -13.5	2.4	-1.2	-3.0	3.8	1.4	10.3	i	24.7*	16.1
> C=CCN1C(=O)/C(=C/c2ccc(N3CCOCC3)o2)C(=O)NC1=S
 : -1.2	/	-26.4	-10.1	-178.2	-0.8	-3.2	-0.3	-4.8	7.5
> Cc1cc(NC(=O)c2ccc(S(=O)(=O)N3CCOCC3)cc2)no1
 : -4.3	-0.7	10.6	-9.8	-28.9	1.2	1.4	i	1.9	13.9
> COc1cc(-c2cc(N)n(S(=O)(=O)c3ccccc3)n2)cc(OC)c1OC
 : 2.6	0.7	5.5	-1.2	3.7	-3.1	-10.0	i	4.2	-35.2
> CC(Oc1cccc2ccccc12)C(=O)N/N=C/c1cccnc1 (stereo unspecified)
 : 9.1	-1.0	5.7	4.9	-14.3	0.5	/	i	2.6	9.1
> Cc1cc(C)c(S(=O)(=O)N2CCOCC2)cc1C
 : -1.3	0.8	-5.1	12.8	9.5	-1.6	1.2&-4.0	-0.5	-4.9	19.1
> Cn1c(N)c(C(=O)COC(=O)c2ccccc2NCc2ccco2)c(=O)n(C)c1=O
 : 5.5	0.6	-5.0	-29.5	-1.2	0.6	-9.3	3.1	8.7	26.2
> CC(C)C(C(=O)Nc1ccc2c(c1)OCCO2)N1C(=O)c2ccccc2C1=O (stereo unspecified)
 : 2.5	/	7.3	-11.9	-4.5	-1.9	10.8	-0.5	-2.5	9.1
> O=C(Cn1ncc2c(=O)oc3ccccc3c21)N1CCCc2ccccc21
 : 1.7	/	-5.2	2.7	0.1	4.8	-8.2	-0.7	-3.3	21.4
